# TRPV1 agonist: agonists of human vanilloid receptor 1 (TRPV1). TRPV1-expressing cells, Fluo-8 calcium influx, agonist mode. activation, % at 8.33 µM. 320,000 tested, 0.19% active; in the data active = activation above about 80%; inconclusive = between about 30% and that limit; also: 0% is about no effect
#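 TRPV1-expressing cells were cultured overnight at 35.5C and loaded with Fluo-8 calcium dye for 40 to 90 min at room temperature. After a 10 s baseline, compound was added and calcium influx was read kinetically for 3 min (ex 480/em 520 nm).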
# KCNH2 3.1 inh: KCNH2 3.1 (human) potassium channel inhibition | U2OS KCNH2 3.1, thallium flux FluxOr; hits give low values | activity change, % (tested at about 1.8 µM) | 340,000 tested, 0.95% active;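 active = maximum activity change below -70%; inconclusive = maximum activity change from -70% to -50%; inactive = maximum activity change above -50%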;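 also: thallium influx rate constant from kinetic fluorescence after stimulation buffer; % is scaled to controls: 0 for no effect and ±100 for the full control effect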
#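 U2OS cells transduced with KCNH2 3.1 mutant virus (1.77 x 10^8 /mL, 4 h), plated overnight at 37 C, loaded 45 min with FluxOr dye plus Red40 quencher. Thallium flux rate constant from kinetic reads after stimulation buffer, normalised to controls.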
# PKM2 activator: PKM2 (human) enzyme activation. purified PKM2, Kinase-Glo ATP luminescence, activation; response scale: 0% is enzyme alone, no compound. Potency, µM (titrated, usually from 57.5 µM), for the others: top-dose activation, usual class: activators. AID 1631. 260,000 tested, 0.34% active. P14618; also: potency is read from the fitted curve at half-maximal effect; % is scaled to controls: 0 for no effect and ±100 for the full control effect; nearly all actives have a fitted effect of over 55% in size
# Target sequence (P14618 whole entry, looked up): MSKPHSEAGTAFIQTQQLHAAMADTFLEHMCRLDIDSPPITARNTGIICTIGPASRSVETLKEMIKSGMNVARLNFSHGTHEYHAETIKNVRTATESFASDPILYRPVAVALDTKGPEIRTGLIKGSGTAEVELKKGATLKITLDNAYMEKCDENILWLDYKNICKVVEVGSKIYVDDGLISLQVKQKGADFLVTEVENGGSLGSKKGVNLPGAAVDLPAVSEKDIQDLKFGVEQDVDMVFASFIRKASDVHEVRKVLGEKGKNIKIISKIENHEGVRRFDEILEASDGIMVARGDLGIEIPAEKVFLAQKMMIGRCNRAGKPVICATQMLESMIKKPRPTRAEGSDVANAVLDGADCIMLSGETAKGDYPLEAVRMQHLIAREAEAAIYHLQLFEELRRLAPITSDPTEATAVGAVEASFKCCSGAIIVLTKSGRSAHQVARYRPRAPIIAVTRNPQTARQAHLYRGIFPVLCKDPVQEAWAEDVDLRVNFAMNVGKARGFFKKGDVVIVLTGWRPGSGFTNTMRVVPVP
#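 ATP formation by purified human PK-M2, quantified via coupled luciferase luminescence after 1 h at room temperature with 0.1 mM ADP and 0.5 mM PEP final.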
# Menin-MLL TR inh: menin-MLL binding inhibition, Texas Red mutant peptide. Menin + Texas Red MLL mutant peptide, fluorescence polarization. Potency, µM (top dose mostly 61.6 µM), for the others: top-dose FP activity change, negative = inhibition, most hits filed as inhibitors. AID 1768. O00255. 270,000 tested, 0.23% active; active = well fitted inhibition curve with a large enough effect in the polarisation, with a control signal flat, not every such curve was filed as active; inconclusive = small, poorly fitted or top-dose-only effect, or effect the other way, or a change in a side signal; inactive = no such curve, though single readings can be large or run the other way; the % refers to the polarisation; also: potency is read from the fitted curve at half-maximal effect; % of control where 0% means no effect; many of its hits are not listed in these tables
# Coupling enz: counter-screen for Giardia aldolase inhibitors: coupling enzyme system. coupling enzyme system counterscreen, AmpLite Red fluorescence. activity change, negative = inhibition, % at 58.2 µM, hits read low. 290,000 tested, 0.67% active. AID 2472; in the data active = activity change below about -30%; also: % is scaled to controls: 0 for no effect and ±100 for the full control effect
#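 Coupling enzymes only (glyceraldehyde-3-phosphate) + compound, at 57.5 uM final, 10 min RT; add substrate/coupling/AmpLite Red mix, 20 min RT; fluorescence ex 525/em 598 nm. Actives flag coupling-system interference.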
# GALK inh: inhibitors of human galactokinase. P51570. Purified GALK, Kinase-Glo residual ATP luminescence. Potency, µM (highest dose often 57.5 µM), for the others: top-dose activity change, negative = inhibition, actives largely listed as inhibitors. 270,000 tested, 0.007% active; also: potency is read from the fitted curve at half-maximal effect; % is scaled to controls: 0 for no effect and ±100 for the full control effect
# Target sequence (P51570 whole entry, looked up): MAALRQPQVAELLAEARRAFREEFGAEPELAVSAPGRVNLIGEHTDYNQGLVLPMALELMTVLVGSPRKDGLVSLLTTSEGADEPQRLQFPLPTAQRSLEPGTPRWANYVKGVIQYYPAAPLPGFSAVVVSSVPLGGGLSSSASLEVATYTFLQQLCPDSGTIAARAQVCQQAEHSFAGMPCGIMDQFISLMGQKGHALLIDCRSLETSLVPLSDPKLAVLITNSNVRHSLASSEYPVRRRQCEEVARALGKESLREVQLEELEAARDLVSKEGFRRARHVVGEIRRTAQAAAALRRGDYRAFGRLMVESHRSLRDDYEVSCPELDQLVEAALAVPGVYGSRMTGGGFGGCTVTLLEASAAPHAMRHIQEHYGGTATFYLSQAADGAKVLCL
#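 The enzyme phosphorylates galactose (100 uM) using ATP (35 uM); inhibition is detected as higher residual ATP, quantified by bioluminescence after 1 h reaction at room temperature, pH 8.0.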
# USP2a block: inhibitors of human ubiquitin-specific protease USP2a; O75604; USP2 core, Ub-CHOP2 coupled fluorogenic reporter, 485/531; Potency, µM (doses to about 38.3 µM), for the others: at the top dose activity change, negative = inhibition, hits mostly inhibitors; 330,000 tested, 0.01% active; AID 463254;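 also: potency is read from the fitted curve at half-maximal effect; plate controls were DMSO wells for no effect and full inhibition by NEM control for full effect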
#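 Deubiquitinase activity read as fluorescence (485/531 nm) after Ub-CHOP2 cleavage activates the enterokinase reporter on its substrate; USP2 core 10nM, Ub-CHOP2 and substrate 25nM each, 30min compound preincubation then 60min RT; data normalized to NEM, curves fitted.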
# hERG WT inh: KCNH2 (human, wildtype) channel inhibition; 340,000 tested, 0.37% active; U2OS, BacMam KCNH2, thallium flux FluxOr; hits give low values; activity change, % at 1.84 µM;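 active = maximum activity change below -70%; inconclusive = maximum activity change between -70% and -50%; inactive = maximum activity change above -50%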; also: % is scaled to controls: 0 for no effect and ±100 for the full control effect
#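 U2OS cells transduced with wild-type KCNH2 virus are loaded with FluxOr dye for 45 min, and thallium flux is measured in kinetic reads before and after stimulation buffer. Rate constants are normalized to DMSO controls.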
# CXXC DNA block: inhibitors of human MLL CXXC domain-DNA interaction; Q03164; MLL-CXXC / FITC-HOXA9 DNA fluorescence polarization; Potency, µM (highest dose often 115 µM), without a hit: top-dose activity change, negative = inhibition, actives largely listed as inhibitors; 290,000 tested, 0.037% active; active = well fitted inhibition curve with a large enough effect in the polarisation, with a control signal flat, not every such curve was filed as active; inconclusive = small, poorly fitted or top-dose-only effect, or effect the other way, or a change in a side signal; inactive = no such curve, though single readings can be large or run the other way; the % refers to the polarisation; also: potency is read from the fitted curve at half-maximal effect
#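 Fluorescence polarization: 7 uM MLL-CXXC (stock) preincubated 5 min with compounds, then 50 nM fluorescein-HOX-A9 DNA (stock) added; 30 min ambient. Buffer 50 mM Tris-HCl pH 7.5, 50 mM NaCl, 1 mM DTT, 0.05% BSA.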
# B2AR arrestin: agonists driving beta-arrestin recruitment to human beta2-adrenergic receptor; P07550; AID 492947; Potency, µM (highest dose often 46.1 µM), without a hit: top-dose activation, most hits filed as activators; beta-arrestin recruitment to beta2AR, cell-based reporter; 330,000 tested, 0.02% active;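 also: potency is read from the fitted curve at half-maximal effect; 0% = DMSO controls and full agonism = EC100 isoproterenol or metaproterenol; nearly all actives have a fitted effect of over 65% in size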
# Giardia kill: Giardia lamblia killing; AID 540267; 340,000 tested, 0.15% active; activity change, % at 7.66 µM, hits read low; Giardia lamblia trophozoite viability; in the data active = activity change below about -80%; inconclusive = between about -30% and that limit;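 also: parasites exposed to compound for two days anaerobically before the ATP read; % is scaled to controls: 0 for no effect and ±100 for the full control effect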
#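 Viability, read as ATP luminescence: trophozoites at 100 cells/well, compound added, 48 hrs anaerobic at 37 deg C, then 15-30 min room-temperature development before reading.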
# Active calls of the source: *; ? = inconclusive; nt = not tested or not shown; [ ] = another dose, or the depositor's remark. Unless noted, calls follow the shape of the dose curve; as a rule, active = well fitted curve in the direction sought with a large enough effect; inconclusive = small, poorly fitted or top-dose-only effect, or another doubt; inactive = no such curve, though single readings can be large; an effect the other way counts as inactive or inconclusive.
SMILES,TRPV1 agonist,KCNH2 3.1 inh,PKM2 activator,Menin-MLL TR inh,Coupling enz,GALK inh,USP2a block,hERG WT inh,CXXC DNA block,B2AR arrestin,Giardia kill
COc1ccc(-n2c(Cc3cccn3C)nnc2SCC(=O)NCC2CCCO2)cc1 (stereo not given),-1,-18,-9%,-20%,1,-7%,-1%,-4,-4%,0.1%,-18
c1ccc(CNc2nc3ccccc3n3cnnc23)cc1,4,1,-4%,2%,1,2%,-2%,0,7%,2.6%,1
CS/C(=N\S(=O)(=O)c1ccccc1)c1ccccc1,2,-7,-9%,7%,4,-5%,0%,3,?,-0.2%,-5
N#CC1(NC(=O)CN2C(=O)c3ccccc3C2=O)CCCCC1,0,-4,nt,nt,nt,nt,3%,-5,nt,0.2%,20
Cc1ccc2oc(=O)c(/C=C(\O)c3cccs3)nc2c1,-1,-14,7%,nt,4,2%,10%,-8,?,0.4%,-5
COc1ccccc1-c1noc2ncnc(Nc3ccc4c(c3)OCO4)c12,2,11,5%,10%,1,nt,-2%,-1,0%,-0.2%,0
C/C(=N/NC(=O)c1ccc(C)s1)c1ccncc1,27,-6,2%,-9%,2,0%,1%,0,-3%,-0.1%,-21
COc1ccc(C=C(c2nc3ccccc3s2)c2nc3ccccc3s2)cc1O,3,-16,-9%,-1%,-5,-2%,-8%,-33,1%,?,-5
Nc1nc(-c2ccc(Oc3ccccc3)cc2)c(CC(=O)O)s1,-2,-44,nt,-14%,4,nt,-2%,-2,-4%,0.2%,12
CCN(CC)S(=O)(=O)c1ccc(C(=O)NCC(=O)NC2CC2)cc1,-4,0,nt,nt,nt,nt,0%,-4,nt,0.1%,-26
COCC1CCCN(Cc2cn[nH]c2-c2cc3ccccc3o2)C1 (stereo not given),1,9,-3%,-15%,-3,1%,11%,24,4%,-0.2%,-14
COc1ccc(C(=O)Nc2ccc(NC(=O)C(C)C)nc2)cc1,1,-8,1%,8%,-1,11%,2%,-5,8%,-0.2%,-14
CC1(c2ccccn2)Nc2ccccc2-c2nc3ccccc3n21 (stereo not given),-2,13,-1%,20%,-1,-4%,-1%,-5,15%,0.8%,7
Cc1ccc(NC(=O)n2ncc3c(C)cccc32)c(C)c1,-3,9,nt,?,-2,nt,5%,4,13%,2.7%,-26
Cc1onc(-c2c(Cl)cccc2Cl)c1NC(=O)N(C)N,9,-1,3%,nt,0,nt,1%,-2,-6%,-0.3%,33[activator]
O=C(NO)c1ccc(C(=O)N(C2CCCCC2)C2CCCCC2)cc1,9,10,0%,?,1,1%,3%,17,7%,0.6%,-13
O=C(COC(=O)c1ccncc1)NC(=O)C1CCCCC1,6,5,-6%,-11%,0,2%,1%,-19,-1%,-4.6%,-1
CCOc1ccc(-n2c(=S)sc3c(=O)n(-c4ccccc4)c(SC)nc32)cc1,-1,11,nt,?,6,3%,-5%,nt,-2%,-0.2%,9
Cc1cc(C)n2ncc(C(=O)Nc3ccc(Cl)c(Cl)c3)c2n1,0,11,-1%,16%,1,3%,2%,-2,-5%,-0.1%,1
Cc1ccc(S(=O)(=O)NCc2cn3c(C)csc3n2)cc1,-1,14,-1%,7%,2,2%,2%,-5,-4%,-0.6%,1
CCN(C(=O)CSc1nc(C)cc(=O)[nH]1)C1CCCCC1,nt,-6,nt,nt,nt,nt,1%,-32,nt,-0.1%,-13
CN1CCN(c2ccc(NC(=O)c3ccc([N+](=O)[O-])o3)cc2Cl)CC1,8,-14,-6%,-10%,-2,6%,-1%,-17,46%[activator],0.3%,?
COc1ccccc1CNC(=O)CN1c2cccc3cccc(c23)S1(=O)=O,7,-1,nt,nt,nt,nt,1%,9,nt,-2.6%,-6
Nc1[nH]n(-c2ccccc2)c(=O)c1N=Nc1ccc2ncsc2c1,2,28,0%,nt,2,0%,1%,-14,?,0.4%,-1
O=C(Nc1sc2c(c1-c1nc3ccccc3[nH]1)CCCC2)C1CCCC1,1,-4,-6%,?,2,-1%,-11%,8,-2%,0.2%,-27
CCC1CCCCN1c1nc2c(C=O)c(C)nn2c2ccccc12 (stereo not given),22,-7,0%,?,-2,-3%,-1%,0,10%,-0.9%,-4
COc1ccc(N(C=O)C(=S)SC)cc1,2,-15,-4%,nt,0,5%,2%,-1,0%,0.0%,2
CCOC(=O)COC(=O)c1ccc(Oc2cc(C)nc(SC)n2)cc1,-1,6,0%,4%,0,2%,-4%,1,7%,-0.6%,-7
OC1(c2ccc(Cl)cc2)CCN(Cc2cn[nH]c2-c2ccc(F)cc2)CC1,1,-88*,0%,nt,0,6%,2%,-6,-5%,0.2%,-6
COc1ccc(/C=C/c2nc(S(=O)(=O)c3ccccc3)c(NCCCN(C)C)o2)cc1OC,-2,-1,nt,-3%,-2,-5%,2%,16,1%,3.8%,17
O=C(Nc1nc(-c2ccc(F)c(F)c2)cs1)c1cnccn1,5,-17,-1%,nt,1,2%,6%,3,3%,-0.9%,16
CCOc1ccccc1NC(=O)COc1coc(CN2CCCc3ccccc32)cc1=O,-1,-5,nt,nt,nt,nt,0%,-1,nt,-0.3%,17
O=C(Nc1cccs1)Nc1ccccc1Cl,?,9,-4%,?,-6,1%,8%,7,0%,-0.3%,1
CC(=O)NC(=S)NNC(=O)COc1ccc(Br)cc1,1,-1,-4%,-17%,0,7%,4%,-15,11%,-0.1%,-7
COc1ccccc1OCCNC(=O)c1ccc(Br)cc1,5,2,nt,-26%,2,-2%,-7%,-10,-8%,-0.2%,-24
CCn1nc(C)cc1C(=O)N1CCCC(N2CCN(c3cccc(Cl)c3)CC2)C1 (stereo not given),-1,nt,-6%,nt,nt,-3%,-1%,nt,-4%,-0.7%,nt
CN1CCN(C2=C(Cl)C(=O)N(Cc3ccccc3)C2=O)CC1,3,-2,-5%,5%,4,5%,0%,-8,-5%,-0.2%,-4
CCOC(=O)C1(CC2CCCCO2)CCN(Cc2cc(F)ccc2-n2cccn2)CC1 (stereo not given),0,-8,12%,-8%,-2,1%,2%,14,-2%,0.3%,5
COc1cccc(-c2cc(N)nn2C(=O)Nc2ccc(Cl)cc2)c1,-2,-9,0%,21%,3,2%,2%,-32,3%,-0.2%,-21
COc1ccc(OC)c(/C=N/NC(=O)CC(=O)NCc2ccccc2)c1,-1,-4,-16%,8%,-33*,-5%,2%,-7,-8%,-0.9%,-11
CCOc1ccc(OCc2ccc(C(=O)Nc3cccnc3)o2)cc1,26,15,-5%,2%,nt,1%,1%,-12,-4%,-0.2%,-3
O=C(c1ccc2c(=O)n(C3CCCC3)c(=S)[nH]c2c1)N1CCCCCC1,6,-4,-2%,-24%,0,3%,-6%,1,18%,-0.2%,3
CN(C(=O)C1CCC(=O)N(C2CC2)C1)C1CCCCC1 (stereo not given),-3,3,-6%,-8%,3,3%,-2%,3,10%,-0.7%,5
Cc1ccccc1NC(=O)CSc1nc2scc(C)c2c(=O)[nH]1,-3,-5,nt,nt,2,5%,2%,-3,0%,-0.2%,11
CCCn1c(SCC(=O)N2CCN(C(C)=O)CC2)nc2sc3c(c2c1=O)CCC3,16,10,-2%,-1%,3,-6%,2%,-15,-1%,-0.1%,-15
Cc1cc([N+](=O)[O-])c(C)cc1-c1ccc(/C=N/NC(=O)Cn2nnnc2N)o1,-1,2,nt,?,-16,2%,0%,-1,16%,-0.9%,1
COc1cccc(OC)c1C(=O)NC(=S)Nc1cccc(NC(=O)c2ccco2)c1,2,-3,3%,?,0,-1%,0%,-3,-6%,0.1%,0
Cc1nn(-c2ccccc2)c(C)c1C(=O)OCC(=O)N1c2ccccc2NC(=O)C1(C)C,0,0,2%,-4%,4,0%,3%,-5,15%,-0.3%,6
COc1ccc2c(c1OC)C(=O)N(c1cccc(NC(C)=O)c1)C2,2,21,nt,0%,-6,0%,4%,8,16%,0.1%,-6
CC1(C)OC(=O)C=C[C@]2(C)[C@H]3CC[C@@]4(C)[C@H](C(=O)O)OC(=O)[C@H]5O[C@]54[C@]3(C)C(=O)C[C@@H]12,0,-7,nt,nt,nt,nt,-2%,-5,nt,-0.1%,-17
COc1ccc(C(=O)C2CCCN(C(=O)c3cc(C(C)C)no3)C2)cc1F (stereo not given),27,5,-11%,-5%,1,2%,-7%,nt,-4%,-0.1%,4
O=C(CC1NCCNC1=O)Nc1ccc([N+](=O)[O-])cc1 (stereo not given),-3,-9,-19%,3%,-3,0%,7%,0,16%,0.1%,13
CC(NC(=O)c1ccccc1Cl)C(=O)N1CCN(Cc2ccc3c(c2)OCO3)CC1 (stereo not given),-1,-1,nt,nt,nt,nt,2%,-8,nt,0.3%,9

# This is a subset. The share of hits here may be higher or lower than overall.
